# Screens deposited in PubChem by several laboratories.
# Rv3671c protease – inhibitors of M. tuberculosis serine protease Rv3671c; P9WHR9; inhibition, % at 5.96 µM; hit rate 0.048% among 320,000; AID 2606; in the data active means inhibition above about 38%;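 further: extracellular domain of Rv3671c used as enzyme; 0% = enzyme with DMSO and 100% = no enzyme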
# PfHsp40 yeast – restores yeast growth despite PfHsp40 toxicity. hit rate 0.68% among 340,000. S. cerevisiae expressing PfHsp40, growth rescue, ATP luminescence. AID 504582. growth rescue, % at 12.5 µM; in the data active means growth rescue above about 28%, passing the limit was not always enough; inconclusive means no clear call, values can overlap the other calls;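 further: yeast W303a lacking pdr1 and pdr3 grown in galactose medium; growth measured after three days at 30 °C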
# PriA SSB inh – blocks PriA binding to SSB C-terminal tail | inhibition, % at 33 µM | AlphaScreen SSBct-PriA binding, biotinylated peptide | hit rate 0.6% among 430,000; in the data active means inhibition mostly above about 37%, no sharp cut-off; inactive means mostly below about 20%;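 further: plate controls were negative control peptide for no effect and reference peptide for full effect; strong numbers were not always called active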
# Vc quorum ag – quorum light induction in luxS cqsA deficient V. cholerae; V. cholerae BH1578 lux reporter, luminescence, 6 h; activation, % at 18.7 µM; hit rate 0.16% among 350,000; AID 588436; in the data active means activation mostly above about 9.7%, no sharp cut-off; inconclusive means no clear call, values can overlap the other calls; inactive means mostly below about 3.7%; further: not every result past the cut was called active; inactives centre near 0; reference of the scale not given here
# Anthrax LF inh2 – inhibitors of Bacillus anthracis lethal factor protease; multiplex microsphere protease cleavage assay, LF; inhibition, % at 10 µM; hit rate 0.12% among 360,000; AID 588501; in the data active means inhibition above about 30%; inconclusive means no clear call, values can overlap the other calls; further: plate controls were buffer without enzyme for full effect and enzyme alone for no effect
# Yp Topo-I inh – blocks Yersinia pestis topoisomerase I activity; Y. pestis Topo-I cleavage product accumulation, plate reader; activity, % at 10 µM; hit rate 0.064% among 360,000; AID 504884; in the data active means activity above about 50%, passing the limit was not always enough; inconclusive means no clear call, values can overlap the other calls; further: inactives centre near 2
# MazEF act – activators of E. coli MazEF toxin-antitoxin RNase | FAM/BHQ RNA-DNA oligo cleavage fluorescence, 5 h | activation, % at 20 µM | P0AE70 | hit rate 0.32% among 350,000 | AID 504720; in the data active means activation above about 50%
# VHR inh abs – blocks human VHR1 dual specificity phosphatase | inhibition, % at 13.3 µM | recombinant VHR phosphatase, pNPP absorbance | P51452 | hit rate 0.52% among 290,000; in the data active means inhibition above about 50%; further: some compounds called inactive have numbers as strong as hits
# SARS 3CLpro inh – SARS-CoV 3CLpro protease inhibition | P0C6X7 | recombinant SARS-CoV 3CLpro, quenched FRET peptide cleavage | inhibition, % at 6 µM | hit rate 0.14% among 290,000; in the data active means inhibition above about 12%
# TcdB GH inh – blocks C. difficile toxin B glycohydrolase activity | AID 652162 | inhibition, % at 9.99 µM | hit rate 0.24% among 350,000 | TcdB glycohydrolase enzymatic assay, plate reader; in the data active means inhibition above about 10%
# * = called active by the depositor; i = inactive; ? = inconclusive; nt = not tested or not shown; & = joins results of further samples. The list is partial, so the mix of outcomes need not match the whole.
# Every second line gives: Rv3671c protease, PfHsp40 yeast, PriA SSB inh, Vc quorum ag, Anthrax LF inh2, Yp Topo-I inh, MazEF act, VHR inh abs, SARS 3CLpro inh, TcdB GH inh
1. Cc1nc(NC(=O)COC(=O)c2cc3c(s2)CCC(C)C3)c(Cl)cc1Cl (stereo unspecified)
  -4, -0.9, 5, -0.3, 0, 8, 1, 3, 0, 0.3
2. COc1ccc2oc(C(=O)OCC(=O)NCc3ccco3)c(C)c2c1
  -5, 1.1, 12, -14, 5, 9, 7, nt, nt, 2.2
3. CC1CCCCN1C(=O)C1COc2ccccc2O1 (stereo unspecified)
  -2, -2.0, -4, -0.2, 6, 12, 4, -3, -3, 1.2
4. CCOc1ccc(C(=O)NC2CCN(S(C)(=O)=O)CC2)cc1
  6, -2.1, -7, -0.2, -1, 4, -3, 36, 2, nt
5. COc1ccc(S(=O)(=O)N2CCCC2C(=O)Nc2ccc(O)cc2)cc1 (stereo unspecified)
  -3, -0.3, -2, -0.2, -1, 4, 6, -9, 2, 6.2
6. Cc1cc(N=Nc2ccccc2)cc(C)c1NC(=O)C(F)(F)F
  nt, 1.1, 6, i, 0, -2, -7, nt, nt, 1.3
7. O=C(CSc1nnc([C@@H]2CCCN2)o1)c1ccc(Cl)cc1
  -6, -1.1, 12, -0.2, -6, 1, 4, 15, 0, nt
8. CC1CCCN(C(=O)Nc2cccc(NC(=O)N3CCCC(C)C3C)c2)C1C (stereo unspecified)
  -3, 0.3, -4, i, -5, 1, 2, 30, 6, nt
9. Cc1ccc(Cn2c(=N)n(CC(=O)c3ccccc3)c3ccccc32)cc1
  0, 1.2, -15, -0.3, -1, 1, 5, 14, 6, 1.2
10. COC(=O)c1sccc1NC(=O)c1c(F)c(F)c(F)c(F)c1F
  -4, nt, -14, -0.9, -1, -3, 5, nt, nt, -6.5
11. CC(OC(=O)Cc1ccsc1)C(=O)Nc1ccc(C(N)=O)cc1 (stereo unspecified)
  4, -1.9, -8, i, 4, 9, 0, nt, nt, 0.5
12. O=C1C=CC(=O)N1c1ccc(OC(F)F)cc1
  -5, 1.4, -6, -0.1, 0, -10, 10, 3, -3, -0.2
13. CC(C)(C)c1ccc(S(=O)(=O)N2CCC(c3nc4ccc(Cl)cc4[nH]3)CC2)cc1
  -176, 5.2, -15, 7.1, -2, -1, 12, -9, 1, 0.4
14. CC(NC(=O)c1ccc(F)cc1)c1ccccc1 (stereo unspecified)
  -4, -0.7, -23, -0.6, -1, 1, 0, -8, 3, nt
15. COc1ccc(CCNC(=O)C/C(C)=N/NC(=O)c2ccc([N+](=O)[O-])cc2Cl)cc1OC
  6, -1.3, nt, -3.6, -1, -8, -4, 26, 1, 0.3
16. CCCn1c(=S)[nH]c2cc(C(=O)N3CCN(c4ccccc4OC)CC3)ccc2c1=O
  3, -0.4, -4, 0.9, -2, -8, 10, 39, 1, nt
17. Cc1[nH]c2ccccc2c1/C=C/C(=O)c1ccccc1
  -1, -0.6, -24, -0.2, 1, -1, -12, -16, 1, nt
18. CCCCc1cc(=O)oc2cc(C)cc(OC(C)C(=O)NC(Cc3c[nH]c4ccc(O)cc34)C(=O)O)c12 (stereo unspecified)
  -2, -0.9, -3, -0.5, -20, 6, 6, -4, 0, -1.7
19. CC(=O)NS(=O)(=O)c1ccc(NC(=O)CCC(=O)Oc2ccc(C)cc2)cc1
  0, -1.4, -6, -0.8, 1, -3, -5, -11, -6, 0.1
20. Cc1ccc(N(CC(=O)NC2CCCC2)C(=O)CNC(=O)c2cccs2)c(C)c1
  -8, -0.4, -3, -0.2, 0, 0, 5, 29, -1, -1.1
21. O=C(CC1C(=O)N(c2ccccc2)C(=O)N1Cc1ccco1)Nc1ccccc1 (stereo unspecified)
  1, 1.8, 0, i, -4, 3, -1, 40, 8, 0.3
22. O=c1oc2cc(OCc3nn[nH]n3)ccc2c2c1CCCC2
  -6, 0.0, -11, 1.7, -5, 5, 2, 10, 1, nt
23. COc1ccc(OCCC(=O)N2CCN(C)CC2)cc1
  -8, -0.8, -4, i, 8, -17, 0, 16, -5, 0.0
24. CCC(CO)NC(=O)c1cc2c(s1)CCC2 (stereo unspecified)
  -2, -1.5, 2, nt, 0, 4, -3, 3, -4, nt
25. CCCCN(CCCC)c1nn[nH]n1
  nt, -1.8, 2, 3.4, -7, -1, -1, nt, nt, 2.2
26. CC1(C)N=C(c2cccc(F)c2)C(=O)N1
  0, 0.5, -7, i, -2, -6, -8, 11, -1, 1.2
27. Cc1cc(OCc2n[nH]c(=S)n2-c2ccccc2)ccc1Cl
  4, 2.2, 8, -0.3, 5, 10, 1, 35, 10, 1.4
28. Cc1c(OCC(=O)NCCN2CCOCC2)ccc2c3c(c(=O)oc12)CCC3
  -2, -0.6, -4, -5.3, 1, 5, 4, 4, 5, 0.0
29. Cn1c(=O)c2[nH]c(NCC3CCCO3)nc2n(-c2ccccc2)c1=O (stereo unspecified)
  -1, -0.3, -11, 12, -2, 4, -8, 20, 2, nt
30. O=C(Nc1nc2c(Br)cc(Br)cc2c(=O)s1)C1CCC1
  -2, 1.5, -4, -0.5, -8, 3, -1, 21, -1, -1.1
31. CCOC(=O)c1sc(NC(=O)CCCn2nc([N+](=O)[O-])cc2C)c(C(=O)OCC)c1C
  4, 0.1, -9, -0.4, -4, -7, 4, 26, 5, 0.5
32. COC(=O)C1=C(C(=O)OC)C(c2cc(Br)ccc2O)c2sc(=O)[nH]c2S1 (stereo unspecified)
  -25, 2.0, 2, -2.1, 0, -9, 3, 2, 7, nt
33. Cc1ccc(S(=O)(=O)N(C)CC(=O)NNC(=O)CCNS(=O)(=O)c2cccc(C)c2)cc1
  -6, -0.2, -4, i, -6, 12, 0, nt, nt, 1.0
34. Cc1cccc(C)c1NC(=O)C(=O)c1cn(C)c2ccccc12
  -3, 0.1, -2, -0.2, -2, 14, 3, 18, 6, 1.6
35. COc1ccc(CNC(=O)c2c[nH]c3ccccc3c2=O)cc1
  1, 0.7, -7, i, -22, 7, 7, 6, -5, 0.8
36. COc1ccc(NC(=O)c2cc([N+](=O)[O-])ccc2N2CCCCC2)cc1
  -28, -0.4, 7, i, -3, 12, 9, 22, 4, 0.6
37. O=c1cc(CN2CCc3ccccc32)c2ccc(O)cc2o1
  5, 0.7, 6, -1.0, -2, -5, 2, 18, 0, -0.6
38. O=C(NCC1CCCCC1)c1ccc2nc([C@@H]3O[C@H](CO)[C@@H](O)[C@H]3O)[nH]c2c1
  nt, nt, nt, i, 1, 0, nt, nt, nt, -2.1
39. COc1ccc(-c2cc3c(=O)n(CC(=O)NC4CCN(Cc5ccccc5)CC4)ncn3n2)cc1
  4, 83*, 1, i, -1, 5, -18, 13, -10, nt
40. CCCCCCn1cc(C(=O)O)c(=O)c2cc(F)c(N3CCN(C)CC3)cc21
  0, -1.0, -7, i, 4, 10, 4, 11, -1, nt
41. Cc1onc(-c2ccccc2Cl)c1C(=O)OCC(=O)Nc1cccc(S(=O)(=O)N(C)C)c1
  -4, 0.7, -2, -0.3, 1, 15, 15, 5, 6, 1.8
42. COC(=O)c1ccc(NC(=O)c2ccccc2-c2ccccc2C(=O)O)cc1
  3, 3.6, 5, -0.4, -8, -12, 4, 12, 6, 1.1
43. Cc1cc(C(=O)OCC(=O)NC2CCCC(C)C2C)c(C)o1 (stereo unspecified)
  -5, 62*, -8, i, 3, 6, 5, nt, nt, 4.0
44. CCOc1ccc(CN(C(=O)c2cc3ccccc3oc2=O)C2CCS(=O)(=O)C2)cc1 (stereo unspecified)
  -6, -1.3, -13, -0.7, 14, 0, -2, 31, 7, 0.9
45. CCCN(CCC)C(=O)CP(=O)(c1ccccc1)c1ccccc1
  3, 0.4, -6, -0.4, 1, 14, 8, 20, 1, nt
46. CC(C)(C)c1cc(NC(=O)c2ccc(OC3CCCC3)cc2)no1
  -12, 0.3, -14, -0.6, 3, 16, -1, 5, -2, -0.5
47. CCOC(=O)C(Sc1ncn[nH]1)c1ccccc1 (stereo unspecified)
  -2, 1.4, -10, -0.4, ?, 6, -1, 15, 1, nt
48. O=S(=O)(c1ccc(F)cc1)N1CCN(CC(O)COCC2CCCO2)CC1 (stereo unspecified)
  nt, 1.1, 5, -1.5, -1, 3, 3, nt, nt, -7.1
49. CCC(C)/C(C)=N/NC(=O)CSc1nc2ccccc2[nH]1 (stereo unspecified)
  -3, 3.2, nt, -0.4, -1, 1, 1, -22, 0, -1.1
50. CCc1c(C(=O)NCCc2ccc(OC)c(OC)c2)[nH]c(C)c1C(C)=O
  -11, 0.1, 11, -0.4, ?, 1, 3, 5, 4, nt
51. Cc1cc([N+](=O)[O-])nn1Cn1nc([N+](=O)[O-])cc1C
  7, -0.7, 1, -0.4, 1, 5, 4, 7, 4, 1.0
52. O=C(CSc1nc(O)cc(=O)n1-c1ccc(Cl)c(Cl)c1)Nc1ccc(Cl)cc1Cl
  -19, -0.9, 3, -0.2, -5, 3, -5, 14, 0, -0.8
53. CCN1C(=O)CC(N2CCN(c3ccc(C(=O)c4ccccc4)cc3)CC2)C1=O (stereo unspecified)
  -3, 2.9, -3, i, -1, 27, -7, 57*, 0, nt
54. C[C@H](CO)N1C[C@H](C)[C@H](CN(C)C(=O)Cc2ccccc2)OCc2cnnn2CCCC1=O
  nt, nt, nt, i, 2, 6, 0, nt, nt, 3.2&-1.7&-0.6
55. Cc1ccc(C(=O)NCCCNC(=O)c2ccco2)cc1C
  -3, 2.0, -2, -0.2, -1, 0, -15, 23, 3, 1.9
56. CC(C)Cc1nnc(NC(=O)c2ccc3c(=O)n4c(nc3c2)CCC4)s1
  -9, -0.7, -7, i, nt, 5, -10, 37, -3, 2.6
57. O=c1[nH]c(=O)n(Cc2ccccc2)c2c1CCC2
  -7, 0.5, -18, i, 5, -7, -3, -6, 2, 1.8
58. CC1CCCN(C(=O)c2ccc(NS(=O)(=O)c3ccc4[nH]c(=O)[nH]c4c3)cc2)C1 (stereo unspecified)
  2, -0.8, -2, i, nt, -2, -2, nt, nt, 1.9
59. COc1ccc(-c2cc(C(=O)Nc3cc(C)on3)no2)cc1
  -2, 1.1, -14, i, -3, 12, -6, 17, -1, 1.6
60. CCn1cc(C(=O)NCCC(=O)NCCCO)c(=O)c2cc3c(cc21)OCO3
  -8, -0.6, -21, i, 3, -2, 2, 2, -4, 0.7
